# CatS inh: blocks human cathepsin S protease activity | recombinant cathepsin S, AMC dipeptide fluorescence, pooled mixtures | 62,000 compounds, 0.06% hits | inhibition, %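 (tested at 5 µM per compound within 10-compound mixtures)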; in the data active = inhibition above about 32%, passing the limit was not always enough; inconclusive = no clear call, values can overlap the other calls;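 also: 0% = enzyme without compound and 100% = blank without enzyme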
# Target sequence (P25774 115-331 limits assumed): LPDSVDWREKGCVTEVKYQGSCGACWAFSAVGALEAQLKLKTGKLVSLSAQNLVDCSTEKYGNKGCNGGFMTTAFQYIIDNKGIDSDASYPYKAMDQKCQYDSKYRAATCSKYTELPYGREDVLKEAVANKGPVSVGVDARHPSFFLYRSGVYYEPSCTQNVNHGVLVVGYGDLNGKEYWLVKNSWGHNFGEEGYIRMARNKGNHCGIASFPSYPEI
# FXIa mix inh: inhibitors of human coagulation factor XIa, pooled mixtures | P03951 | 62,000 compounds, 0.19% hits | inhibition, % at 5 µM | purified FXIa, fluorogenic substrate; in the data active = inhibition above about 20%, passing the limit was not always enough;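 also: each value is inhibition by a whole ten-compound pool holding the compound; 0% = enzyme with no mixture and 100% = wells lacking enzyme; strong numbers were not always called active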
# AP ELISA ortho: alternative pathway complement inhibition, orthogonal assay | 62,000 compounds, 0.08% hits | Human serum alternative complement pathway, LPS-coated ELISA, C3 deposition; tested in compound mixtures | inhibition, % at 5 µM | AID 1235;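 active = inhibition above 30% in each of the two pooled mixtures holding the compound, so the lower value exceeds 30%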;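 also: 0% = serum in Mg-EGTA without compound and 100% = EDTA serum blank; some compounds past the cut are filed as inactive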
#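 Assay system: Human serum alternative complement pathway, C3 deposition on LPS-coated wells | Incubation: 1 h serum-compound exposure at 37 °C | Doses: 5 µM per compound in ten-compound mixtures | Read-out: Percent inhibition | Technique: ELISA with HRP anti-human C3 antibody, TMB substrate, absorbance 450 nm | Replication: Two pool placements per compound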
# C1s inh: human complement C1s inhibition. P09871. purified C1s, fluorogenic AMC substrate, pooled mixtures. mean inhibition % of two 10-compound mixtures (hits give high values), % at 5 µM (by protocol). 62,000 compounds, 0.16% hits;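 active = inhibition above 20% in each of the two 10-compound mixture wells holding the compound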;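 also: 0% = enzyme wells lacking compound mixture and 100% = no-enzyme blank wells; some compounds called inactive have numbers as strong as hits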
# Target sequence (P09871 16-437 limits assumed): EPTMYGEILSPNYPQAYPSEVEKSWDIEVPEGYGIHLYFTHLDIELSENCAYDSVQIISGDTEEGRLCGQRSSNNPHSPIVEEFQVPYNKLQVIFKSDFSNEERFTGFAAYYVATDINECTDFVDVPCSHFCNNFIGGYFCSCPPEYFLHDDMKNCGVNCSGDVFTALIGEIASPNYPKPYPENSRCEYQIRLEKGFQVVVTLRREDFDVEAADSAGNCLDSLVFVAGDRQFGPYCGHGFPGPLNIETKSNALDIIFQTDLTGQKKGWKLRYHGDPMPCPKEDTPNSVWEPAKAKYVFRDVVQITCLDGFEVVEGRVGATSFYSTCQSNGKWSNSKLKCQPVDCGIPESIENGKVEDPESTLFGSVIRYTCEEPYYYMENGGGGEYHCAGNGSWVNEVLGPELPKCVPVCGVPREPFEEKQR
# Target sequence (P09871 438-688 limits assumed): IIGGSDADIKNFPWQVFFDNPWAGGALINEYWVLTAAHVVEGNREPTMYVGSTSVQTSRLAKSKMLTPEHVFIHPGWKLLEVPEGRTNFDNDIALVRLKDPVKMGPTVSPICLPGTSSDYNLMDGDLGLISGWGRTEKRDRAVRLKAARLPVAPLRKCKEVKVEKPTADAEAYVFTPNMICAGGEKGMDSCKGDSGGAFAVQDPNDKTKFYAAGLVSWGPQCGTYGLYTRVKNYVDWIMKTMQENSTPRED
# E coli RNAP: Escherichia coli RNA polymerase inhibition; E. coli RNA polymerase, fluorescence transcription assay; AID 559; 62,000 compounds, 0.2% hits; P0A8V2; inhibition, %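 (tested at 10 µM)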; in the data active = inhibition above about 20%;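 also: 0% = enzyme without compound and 100% = no enzyme blank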
# CatB mixtures: human cathepsin B inhibition by mixtures. P07858. Purified cathepsin B, AMC dipeptide fluorescence, compound mixtures. inhibition, %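 (ten-compound pools at 5 µM per compound and 50 µM total)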. 62,000 compounds, 0.06% hits. AID 488; in the data active = inhibition above about 22%, passing the limit was not always enough; inconclusive = no clear call, values can overlap the other calls;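 also: 0% = enzyme without compound and 100% = no enzyme blank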
# CatB block: blocks human cathepsin B protease activity; P07858; purified cathepsin B, fluorogenic substrate, fluorescence; inhibition, %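 (tested at 10 µM)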; 63,000 compounds, 0.1% hits; AID 453; in the data active = inhibition above about 21%;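 also: 0% = enzyme with no compound and 100% = no enzyme blank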
# CatL block: blocks human cathepsin L protease activity | P07711 | purified cathepsin L, fluorogenic substrate, fluorescence | inhibition, %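 (tested at 10 µM)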 | 58,000 compounds, 0.17% hits | AID 460; in the data active = inhibition above about 45%;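 also: 0% = enzyme with no compound and 100% = no enzyme blank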
# Cathepsin G inh: cathepsin G (human) inhibition; P08311; purified enzyme, AMC-tetrapeptide fluorescence, pooled mixtures; inhibition, % at 5 µM (by protocol); 62,000 compounds, 0.2% hits; AID 581;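 active = inhibition above 20% in each of the two mixture wells holding the compound; inactive = inhibition of 20% or less in either well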;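 also: 0% = enzyme control without mixture and 100% = blank lacking enzyme; strong numbers were not always called active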
# * marks the source's active call; other numbers are inactive results; ? = inconclusive; . = not tested or not shown. These rows are one share of the data; the hit share may differ from the screen's.
SMILES,CatS inh,FXIa mix inh,AP ELISA ortho,C1s inh,E coli RNAP,CatB mixtures,CatB block,CatL block,Cathepsin G inh
Cc1sc2c(=O)n3c(nc2c1C(=O)NCCCN1CCOCC1)CCCCC3,-6,-4,2,-6,7,0,1,2,-6
CCc1noc(C)c1C(=O)Nc1ncc(C)s1,-1,1,17,-10,2,4,-1,0,8
Cc1ccc(C2C=C(c3ccccc3OC(F)F)Nc3ncnn32)cc1 (centres undefined),0,0,19,-11,-2,2,3,-2,9
COc1ccc(NS(=O)(=O)c2ccc3c(c2)CCC(=O)N3)c(OC)c1,6,5,8,17,4,5,2,14,9
CCOC(=O)N1CCN(CC(=O)Nc2ccc(C)cc2)CC1,-4,7,1,-13,-4,-3,2,-2,-6
CC(=O)N=c1c(C#N)cc2c(=O)n3cccc(C)c3nc2n1CC(C)C,-9,-23,-2,-115,-19,-6,-6,-127,-14
CCOc1ccc(NC(=O)CSc2nnnn2CC(=O)O)cc1,-4,4,10,12,9,6,1,9,10
COC(=O)c1cc(OC)c(OC)cc1NC(=O)c1ccoc1C,-2,6,20,12,2,6,-1,-15,11
CC(=O)c1c(C)nn(CC(O)Cn2c3c(c4cc(C)ccc42)CCCC3=O)c1C (centres undefined),0,4,-3,4,13,2,3,4,10
CC(Cc1ccccc1)N/C=C1/CC(=O)NC1=O (centres undefined),11,10,5,-7,8,-1,3,24,3
Cc1ccc(N2CC(C(=O)OCc3ccccc3F)CC2=O)cc1 (centres undefined),-11,3,-8,3,7,3,5,8,-1
CCC(=O)NCc1nc2ccccc2n1Cc1ccccc1F,-5,-9,20,-30,1,2,9,.,5

# Single values from the list.
# Under CatL block, Cc1ccc(C2C=C(c3ccccc3OC(F)F)Nc3ncnn32)cc1 (centres undefined) is entered as -2
# Under Cathepsin G inh, Cc1sc2c(=O)n3c(nc2c1C(=O)NCCCN1CCOCC1)CCCCC3 is entered as -6

# (listing goes on)
SMILES,CatS inh,FXIa mix inh,AP ELISA ortho,C1s inh,E coli RNAP,CatB mixtures,CatB block,CatL block,Cathepsin G inh
COc1cccc(-n2c(Cc3cc(=O)[nH]c(=O)[nH]3)nnc2SCC(=O)N2CCCC2)c1,13,-5,8,0,5,2,1,18,5
Cc1ccc(CN(C)CCc2ccccn2)cc1,0,9,10,-20,0,0,1,.,-2
CCOc1ccc(OCC)c(NC(=O)CN(c2ccc(C)cc2)S(=O)(=O)c2c(C)noc2C)c1,0,-7,1,-2,2,-4,0,14,7
CS(=O)(=O)c1ccc(N2CCOCC2)c(S(C)(=O)=O)c1,-3,2,1,3,3,-1,0,5,-1
Cc1cc2ccccc2c(=O)n1CC(=O)N1CCN(c2cccc(Cl)c2)CC1,-9,12,10,5,-2,-1,0,-3,2
CCOC(=O)c1[nH]c2c(c1C)C(=O)CC(c1ccc(N(C)C)cc1)C2 (centres undefined),-4,9,26,9,1,2,0,-5,8
CCOC(=O)c1ccc(NS(=O)C23CC4CC(CC(C4)C2)C3)cc1 (centres undefined),-3,7,17,1,4,7,-3,25,-1
COc1cc([C@@H]2c3cc4c(cc3[C@H](O)[C@H]3COC(=O)[C@H]23)OCO4)cc(OC)c1OC,16,12,-1,13,12,3,5,0,19
Oc1ccccc1NCC(O)Cn1ccc2ccccc21 (centres undefined),11,18,0,-8,.,9,-1,20,4
CCCCC(c1nnnn1Cc1ccco1)N1CCN(c2nc3ccccc3s2)CC1 (centres undefined),0,4,5,2,7,0,2,-6,-3
O=C(NCc1ccco1)c1cc(S(=O)(=O)N2CCOCC2)ccc1Cl,4,-2,2,4,8,-3,3,6,2
Cc1oc(C2CC2)cc1C(=O)O,8,5,-5,17,12,6,6,23,10
S=C(c1ccc(-c2ccc(Cl)c(Cl)c2)o1)N1CCOCC1,-3,6,27,-3,-10,-2,0,-4,-3
Cn1c(=O)c2[nH]c(N3CCOCC3)nc2n(-c2ccccc2)c1=O,5,9,9,-5,6,-6,-1,-13,9
Cc1cc(C)c(OCC(=O)Nc2ccccc2N2CCOCC2)c(C)c1,10,3,12,-3,-4,-6,1,-1,2
CCCCN(CCCC)S(=O)(=O)c1ccc(C(=O)Nc2nnc(COC)o2)cc1,6,5,11,-16,6,5,-4,14,-3
O=C(CCn1nc(-c2ccccc2)ccc1=O)N1CCOCC1,6,8,9,14,7,5,4,32,11
O=C(NCc1ccccc1)NC1(C(=O)N2CCOCC2)CCCCC1,8,10,-9,9,11,0,3,18,9
CCCCOC(=O)CCc1nc2ccccc2[nH]1,11,3,-2,-25,10,3,-2,35,2
CCOC(=O)c1cccc(N2C(=O)c3ccccc3S2(=O)=O)c1,10,-2,-7,3,8,2,3,4,2
CCOC(=O)C1=C(C)NC(=O)N(C(C)=O)C1c1ccc(Cl)cc1 (centres undefined),-13,0,2,-2,5,-4,-2,13,9
CCc1n[nH]c2c1/C(=N\O)CC(c1ccccc1)C2 (centres undefined),-8,-1,2,-20,-7,-3,-1,-1,-11
CCc1noc2c1/C(=N\O)CC(c1ccccc1)C2 (centres undefined),4,2,12,13,6,6,-2,-6,12
COc1ccc(CSc2nnc(C)n2N)cc1,-8,-11,2,-78,8,-5,0,4,-6
COc1cccc(C(c2sc3nc(C)nn3c2O)N2CCc3ccccc3C2)c1 (centres undefined),5,4,-1,5,8,5,3,8,1
Cc1cccc(NCc2nc(-c3ccccc3)no2)c1,-5,8,6,-18,-2,-3,-7,.,-4
COC(=O)Nc1nn(Cc2ccccc2F)cc1Br,-3,4,7,2,5,6,-2,5,-31
Cn1nnnc1SCc1cn2cccnc2n1,1,6,28,-10,-2,3,-6,-17,-3
O=C1C(=O)N(CCCN2CCOCC2)C(c2ccccn2)/C1=C(\O)c1ccc2c(c1)OCCO2 (centres undefined),11,7,1,11,13,1,5,2,10
CC(=O)c1ccc(OCC(O)CN2CCN(CCO)CC2)cc1 (centres undefined),11,3,4,9,6,7,6,18,12
COc1ccc(-c2[nH]nc3c2C(c2ccccc2OC(=O)N2CCOCC2)C(C#N)=C(N)O3)cc1 (centres undefined),2,20,-3,3,3,-1,-1,6,5
COc1ccccc1NC(=O)C1C2C=CC(O2)C1C(=O)O (centres undefined),16,9,0,-5,2,1,2,-2,0
COc1ccc(Cl)cc1NC(=O)CSc1nncn1-c1cccnc1,-49,-46,14,-86,-1,-24,0,3,-36
CC1=C(C(=O)OC(C)C)C(c2cccc(F)c2)N2C(=O)C(C)SC2=N1 (centres undefined),5,3,4,12,3,1,1,2,12
O=C(Cc1ccccc1)Nc1nonc1NC(=O)c1ccccc1,-18,7,2,-6,-3,-3,-1,-2,-6
O=C(O)CC1C(=O)NCCN1CCCc1ccccc1 (centres undefined),9,-2,-11,2,3,-4,-3,.,-1
CC1CCCCN1CCNC(=O)c1cc2c(-c3ccccc3F)nn(C)c2s1 (centres undefined),-28,-27,8,-184,-2,-8,-3,-15,-17
Nc1nnc(SCC(=O)NCc2ccc3c(c2)OCO3)s1,5,0,8,18,6,1,6,23,6
COc1cc(/C=c2\sc3nc(-c4ccncc4)nn3c2=O)ccc1OC(C)=O,12,6,3,-3,6,1,0,6,8
COc1ccc(-c2cc(C(=O)NCc3cccnc3)no2)cc1,7,7,18,3,6,6,-5,10,4
CC(=O)Nc1ccc(S(=O)(=O)Nc2cc(C)c(-n3nc4ccccc4n3)cc2O)cc1,2,2,0,-2,5,-6,4,4,12
CCN(c1ccccc1)S(=O)(=O)c1cccc(C(=O)O)c1,17,2,-27,-14,4,6,8,29,-7
O=C(O)c1cccc(Cn2cccn2)c1,12,12,2,-29,3,6,-4,12,0
CS(=O)(=O)N(CC(=O)N1CCC(C(N)=O)CC1)c1ccc(Oc2ccccc2)cc1,-4,3,3,-3,2,1,1,.,1
O=C(O)C1CCCN1C(=O)Nc1ccccc1 (centres undefined),0,-3,14,-93,9,0,-4,.,-7
Cc1c(-c2ccccc2)nc2ccccc2c1C(=O)O,6,1,-6,0,7,-4,-1,9,0
CC(=O)Nc1ccc(S(=O)(=O)N2CCC(c3nc4ccc(C)cc4[nH]3)CC2)cc1,-8,2,25,0,6,1,3,-2,8
CC12CN3CC(C)(CN(C1)C3c1cc3ccccc3[nH]1)C2=O (centres undefined),2,6,8,18,8,3,-1,-5,11

# 5 entries out of the list above, ordered by the value under E coli RNAP, ascending.
structure	CatS inh	FXIa mix inh	AP ELISA ortho	C1s inh	E coli RNAP	CatB mixtures	CatB block	CatL block	Cathepsin G inh
CC(=O)N=c1c(C#N)cc2c(=O)n3cccc(C)c3nc2n1CC(C)C	-9	-23	-2	-115	-19	-6	-6	-127	-14
CCOC(=O)c1[nH]c2c(c1C)C(=O)CC(c1ccc(N(C)C)cc1)C2 (centres undefined)	-4	9	26	9	1	2	0	-5	8
CC1=C(C(=O)OC(C)C)C(c2cccc(F)c2)N2C(=O)C(C)SC2=N1 (centres undefined)	5	3	4	12	3	1	1	2	12
CCOC(=O)C1=C(C)NC(=O)N(C(C)=O)C1c1ccc(Cl)cc1 (centres undefined)	-13	0	2	-2	5	-4	-2	13	9
Nc1nnc(SCC(=O)NCc2ccc3c(c2)OCO3)s1	5	0	8	18	6	1	6	23	6

# (continued)
SMILES,CatS inh,FXIa mix inh,AP ELISA ortho,C1s inh,E coli RNAP,CatB mixtures,CatB block,CatL block,Cathepsin G inh
CCOC(=O)N1CCN(Cc2nc3c(c(=O)n(C)c(=O)n3C)n2Cc2ccc(F)cc2)CC1,12,5,-6,-45,-1,-1,2,-1,-6
O=C(OCC#CCSc1nnc(-c2cccc3ccccc23)o1)c1cccs1,-2,-4,0,-40,-6,-1,-2,-8,-11
O=C(c1cccs1)N1CCN(S(=O)(=O)Cc2ccccc2)CC1,-3,-3,2,0,9,4,1,14,7
CC(C)(C)n1nnnc1CN(Cc1ccco1)Cc1cc2cc3c(cc2[nH]c1=O)OCO3,2,5,13,5,5,5,0,-14,8
O=C(Nc1ccccc1)N(CCc1nc2ccccc2[nH]1)C1CCCC1,-3,4,18,15,3,0,0,-7,10
CC(C)C(OC(=O)c1cc2occc2n1C)C(=O)NCc1ccc2c(c1)OCO2 (centres undefined),1,4,9,5,2,2,6,4,12
CCCn1c(SCC(=O)Nc2ccccc2-c2ccccc2)nnc1-c1ccoc1C,1,-4,4,-13,9,-2,4,11,10
COc1ccc2c(c1)cc1n2CCN=C1N,9,3,25,6,12,6,3,21,14
O=C(Nc1cccnc1)c1ccccc1F,?,1,3,-23,11,-2,1,20,-3
CCN(CC)c1ccc(NC(=O)CSc2nnc(N)s2)cc1C,13,4,10,-6,3,10,7,.,-5
COc1ccc(NC(=O)CCCN2C(=O)C3C4C=CC(C4)C3C2=O)c(OC)c1 (centres undefined),1,-11,-2,-64,11,-13,3,1,3
COc1ccc(CCNS(=O)(=O)c2ccc3c(c2)CCN3C(=O)CCC(=O)O)cc1OC,2,10,6,15,5,3,6,8,11
Cc1nc2nc(Cc3ccccc3)[nH]n2c(=O)c1Cc1ccccc1,8,-2,4,-10,7,-7,1,-3,10
Cc1ccc2[nH]c(-c3ccccc3)c(CN3CCN(C)CC3)c(=O)c2c1,12,4,-3,-45,7,4,8,.,-9
O=C(CCN1CCCCC1)Nc1ccc(Br)cc1,4,4,2,1,9,7,0,18,2
Cc1cc(C)n(-c2ccc(C(=O)NCc3cccs3)cc2)n1,0,7,3,14,4,7,3,-5,11
O=C(O)CCC(=O)CCC(=O)c1ccccc1,-10,1,5,-1,3,2,9,9,5
Cc1cccc(-n2ncc3c(NCCCO)ncnc32)c1,20,3,-23,-35,5,6,3,21,-9
Cc1cccc(NC(=O)CCN2C(=O)C3C4C=CC(C4)C3C2=O)n1 (centres undefined),-4,2,-9,-76,6,-2,9,13,-14
